Source: PubChem
Tn6 DDE FP: inhibitors of Tn6 peptide binding to fibrin DD(E), primary screen, biochemical, fluorescence polarization, human fibrin, Tn6 probe; Fibrinogen beta chain (Homo sapiens), P02675; Fibrin DD(E) TRITC-Tn6 fluorescence polarization displacement; inhibition, % at 8.3 µM; 370,000 tested, 0.21% active; AID 720509, 2013;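 active = inhibition above a per-campaign cutoff: mean of compounds within control limits plus 3 SD, cut at about 15% in these data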;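 note: 0% = median of all compound wells on the plate and 100% = blocking peptide control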
PLCg1 inh: PLC-gamma1 enzyme inhibitors, primary screen, biochemical, fluorescence, purified enzyme. 1-phosphatidylinositol 4,5-bisphosphate phosphodiesterase gamma-1 (Homo sapiens), P19174. fluorogenic substrate. inhibition, % at 12.2 µM. 370,000 tested, 0.84% active. AID 720700, 2013; in the data active = inhibition above about 9.5%
ADAM10 inh: human ADAM10 inhibitors, primary screen, biochemical, QFRET, HTS. Disintegrin and metalloproteinase domain-containing protein 10 (Homo sapiens), O14672. recombinant ADAM10, EDANS/DABCYL FRET peptide cleavage, 3 h. inhibition, % at 7 µM. 370,000 tested, 0.62% active. AID 720582, 2013;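 active = inhibition above a per-campaign cutoff equal to the mean of compounds falling between control-based bounds plus 3 SD, cut at about 20% in these data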;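 note: 0% = DMSO wells while the 100% control is not disclosed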
Tn7 DDE FP: inhibitors of Tn7 peptide binding to fibrin DD(E), primary screen, biochemical, fluorescence polarization, human fibrin, Tn7 probe; Fibrinogen beta chain (Homo sapiens), P02675; FP displacement of FITC-Tn7 peptide from fibrin DD(E); 0% = median of compound wells per plate; inhibition, % at 8.3 µM; 370,000 tested, 0.13% active; AID 720508, 2013;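 active = inhibition above the mean of compounds falling within the control limits plus 3 SD of them, cut at about 14% in these data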;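 note: 0% = plate median of compound wells and 100% = 10 µM Aha-Tn7 peptide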
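Assay system: Fibrin-DD(E) protein isolated from polymerized human fibrin clots; read-out basis: percent inhibition; medium: Tris/NaCl/CaCl2 buffer, pH 7.8; signal: FP measurement; incubation: 10 min plus 3 h, room temperature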
TDP2 absorb: human TDP2 enzyme inhibitors, primary screen, biochemical, epi absorbance, recombinant enzyme; Tyrosyl-DNA phosphodiesterase 2 (Homo sapiens), O95551; T5PNP hydrolysis, p-nitrophenol absorbance 415 nm; inhibition, % at 12.8 µM; 370,000 tested, 0.34% active;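 active = inhibition above the mean of all tested compounds plus 3 SD, set per campaign, cut at about 25% in these data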;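 note: 0% = DMSO with enzyme and 100% = buffer with substrate but no TDP2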
Target sequence (O95551 whole entry, looked up): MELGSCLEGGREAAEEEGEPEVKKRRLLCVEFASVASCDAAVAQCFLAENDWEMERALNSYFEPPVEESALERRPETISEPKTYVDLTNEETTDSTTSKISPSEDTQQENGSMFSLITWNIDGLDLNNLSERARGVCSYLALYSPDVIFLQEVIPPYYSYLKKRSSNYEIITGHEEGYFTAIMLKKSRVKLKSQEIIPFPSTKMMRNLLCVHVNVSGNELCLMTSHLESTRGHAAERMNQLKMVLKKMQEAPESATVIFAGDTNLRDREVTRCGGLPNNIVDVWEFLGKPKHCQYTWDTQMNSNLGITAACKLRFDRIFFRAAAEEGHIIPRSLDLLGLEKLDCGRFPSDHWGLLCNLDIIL
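Test system: Human TDP2 enzyme | Reagent: 5 mM T5PNP | Compound dosing: 12.8 µM single point, 1% DMSO | Incubation: Enzyme reaction with compound for 2 h at 37 °C | Technique: p-Nitrophenol epi absorbance | Read-out: % inhibition relative to enzyme-containing and enzyme-free wells | Benchmarks: High control without enzyme, low control DMSO plus TDP2 | Replicates: Singlicate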
ARFGAP1 inhibitor: inhibitors of rat ARFGAP1 GAP activity, primary screen, biochemical, fluorescence polarization, GDP tracer. inhibition, % at 16.5 µM. 360,000 tested, 0.26% active. Arfgap1-stimulated ARF1 GTP hydrolysis, GDP FP detection;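 active = inhibition above a per-plate limit, mean inhibition of low control wells plus 3 SD, cut at about 25% in these data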;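 note: 0% = DMSO wells with enzyme and 100% = wells lacking Arfgap1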
Target sequence (Q62848 1-136 limits assumed): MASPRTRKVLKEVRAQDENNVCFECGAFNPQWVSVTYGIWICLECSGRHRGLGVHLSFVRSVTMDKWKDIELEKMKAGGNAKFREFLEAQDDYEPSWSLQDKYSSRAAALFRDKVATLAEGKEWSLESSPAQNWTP
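Replicates: Single well per compound | Assay system: Truncated rat Arfgap1 GAP domain | Control set: No-Arfgap1 wells (100%) versus DMSO full-reaction wells (0%) | Times: Enzyme reaction 120 min at 25 °C after 20 min preincubation | Reagent: Human ARF1(Δ1-17)-GTP substrate | Measured by: Tracer-displacement fluorescence polarization with EDTA stop, 620/688 nm | Measure: Percent inhibition of Arfgap1-stimulated GTP hydrolysis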
KLK7 zymogen act: proKLK7 zymogen activators, primary screen, biochemical, fluorescence intensity; Kallikrein-7 (Homo sapiens), P49862; purified proKLK7, EDANS-DABCYL substrate fluorescence; 100% is mature enzyme control, 0% vehicle; activation, % at 7 µM; 370,000 tested, 0.9% active;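 active = activation above the mean of all tested compounds plus 3 SD, computed per campaign excluding outliers beyond control limits, cut at about 13% in these data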
ADAM17 inh: ADAM17 inhibitors, primary screen, biochemical, QFRET; 370,000 tested, 0.83% active; Disintegrin and metalloproteinase domain-containing protein 17 (Homo sapiens), P78536; inhibition, % at 6.95 µM; recombinant ADAM17, EDANS/DABCYL FRET peptide cleavage; AID 720648, 2013;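 active = inhibition above the mean of compounds lying between control limits plus 3 SD, set per campaign, cut at about 8.5% in these data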;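 note: 0% = DMSO-only wells as the low control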
LEDGF integ inh: blockers of LEDGF/p75-dependent integrase strand transfer – biochemical, TR-FRET, high throughput, primary screen; TR-FRET IN-LEDGF/p75 DNA integration, Eu/Cy5; inhibition, % at 3.7 µM; 370,000 tested, 0.64% active; AID 743269, 2014;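 active = inhibition above the screen-wide mean plus 3 SD, cut at about 13% in these data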;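 note: signal is the Cy5 over europium emission ratio at 671 and 618 nm; 0% = plate median of compound wells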
ASAP1 inh: inhibitors of human ASAP1 ArfGAP activity, primary screen, biochemical, fluorescence polarization; Arf-GAP with SH3 domain, ANK repeat and PH domain-containing protein 1 (Homo sapiens), …; ASAP1-stimulated ARF1 GTP hydrolysis, GDP FP detection; inhibition, % at 16.5 µM; 360,000 tested, 0.19% active; in the data active = inhibition above about 25%;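 note: 0% = vehicle with enzyme and substrate and 100% = no enzyme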
Target sequence (Q9ULH1 325-724 limits assumed): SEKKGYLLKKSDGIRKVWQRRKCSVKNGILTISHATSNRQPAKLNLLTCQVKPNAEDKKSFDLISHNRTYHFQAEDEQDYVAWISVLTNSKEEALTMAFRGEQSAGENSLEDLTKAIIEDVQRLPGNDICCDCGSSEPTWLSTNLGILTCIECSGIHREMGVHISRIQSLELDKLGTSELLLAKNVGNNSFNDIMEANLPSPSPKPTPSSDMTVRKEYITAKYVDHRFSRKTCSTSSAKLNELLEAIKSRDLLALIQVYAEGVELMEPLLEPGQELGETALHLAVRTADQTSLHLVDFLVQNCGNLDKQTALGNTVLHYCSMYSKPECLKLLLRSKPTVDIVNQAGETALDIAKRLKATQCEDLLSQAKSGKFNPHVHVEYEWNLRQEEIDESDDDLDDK
* marks the source's active call; other numbers are inactive results. This is a random part of the collection; overall some 4.2% were active at least once.

Tn6 DDE FP,PLCg1 inh,ADAM10 inh,Tn7 DDE FP,TDP2 absorb,ARFGAP1 inhibitor,KLK7 zymogen act,ADAM17 inh,LEDGF integ inh,ASAP1 inh,molecule
-2,7,2,10,-26,-7,-0.1,6,6,3,COc1ccc(OC)c(NS(=O)(=O)c2cc(OC)ccc2OC)c1
7,1,-22,6,3,-3,-8.2,-3,-3,-2,CCOc1ccc(Nc2cc(=O)oc3ccccc23)cc1
-2,4,-11,-3,14,4,-0.2,-4,-1,-4,COc1ccccc1C(=O)NCC(=O)NC(C)c1ccc(-n2ccnc2)cc1 (centres undefined)
-8,-2,5,-3,8,1,0.4,-2,-2,9,COc1ccc(N2CCN(C(c3ccccc3OC)c3nnnn3C3CCCC3)CC2)cc1 (centres undefined)
10,-2,-7,0,-6,-3,-0.1,-1,0,4,CCc1ccc(CN2CCCC(CNC(=O)c3cccc(OC)c3OC)C2)cc1 (centres undefined)
4,-1,-6,0,5,-3,0.7,1,-3,8,CCOc1ccc(Br)cc1S(=O)(=O)N1CCCN(C)CC1
0,-3,-6,5,-8,0,-0.8,-4,0,-6,CCOc1cc(/C=N/NC(=O)C(=O)NC2CC2)cc(Br)c1O
5,-29,-77,4,6,7,-4.2,-23,-1,9,COc1cccc(C#Cc2ccc3c(c2)O[C@@H](CN(C)C(=O)c2ccccn2)[C@@H](C)CN([C@H](C)CO)S3(=O)=O)c1
-10,4,20*,5,-16,2,0.4,3,1,-10,O=C(Cc1cccc(C(F)(F)F)c1)Nc1cccc(S(=O)(=O)N2CCCC2)c1
10,-3,-3,4,-7,11,0.7,1,0,-12,COCc1c(C(=O)NC2CCCCCC2)oc2ccccc12
1,-2,-2,-3,7,8,-0.1,1,-3,0,CCOc1ccc(C(=O)NC(=S)Nc2ccc(NC(=O)C(C)C)cc2)cc1[N+](=O)[O-]
2,-2,-10,1,-1,7,0.1,-2,1,-4,COc1ccc(N=Nc2[nH]c3ccc(C)cc3c2O)cc1
-1,-151,-80,-4,1,-5,-8.1,-24,-2,-6,Cc1c(-c2ccccc2)sc(N)c1C(=O)N1CCOCC1
2,4,2,3,10,11,0.3,2,2,-5,O=C(COc1ccccc1O)NNc1ccccc1
0,3,-8,0,7,1,0.1,-1,2,3,COC(=O)c1c(C)[nH]c(C(=O)CN2C(=O)C3CC=CCC3C2=O)c1C (centres undefined)
-1,3,-1,3,12,18,1.0,-3,-4,0,O=C(C1CCN(c2nnnn2-c2ccccc2)CC1)N1CCN(c2ccccc2)CC1
1,3,4,3,9,-9,0.3,4,6,-5,O=C(COC(=O)c1ccc([N+](=O)[O-])o1)NC1CCCCC1
-3,3,0,-3,6,12,-0.7,0,1,-1,COC(=O)C1(C(=O)OC)C/C=C\CN(S(=O)(=O)c2ccccc2[N+](=O)[O-])CCC1
2,-3,-3,3,-1,3,-0.2,0,1,-6,CC(C)CN(C(=O)CN1CCOCC1)c1c(N)n(CC(C)C)c(=O)[nH]c1=O
5,8,7,-7,2,6,-0.1,3,-2,2,CN1C(=O)CC(C(=O)O)SC1=Nc1cc(Cl)c(O)c(Cl)c1 (centres undefined)
-5,5,3,-5,-11,-6,0.3,2,-3,10,Nc1nc(SCc2ccccc2)ns1
-7,1,-19,4,0,1,0.2,-3,-3,0,CC(C)C(NC(=O)c1ccc(F)cc1)C(=O)NC1(C)CCS(=O)(=O)C1 (centres undefined)
-4,0,-3,-2,7,4,0.1,5,0,3,N#C/C(=C\c1ccc(F)c(F)c1)C(=O)NC1CCCCC1
-4,-2,-13,-3,-6,6,0.2,-4,5,7,Cc1cc(C)c(NC(=O)CNC(=O)c2ccc3c(=O)n4c(nc3c2)CCC4)c(C)c1
0,6,3,1,-16,-6,0.3,0,6,5,Cc1cc(C(F)F)nn1CC(=O)Nc1cc([N+](=O)[O-])ccc1F
-1,2,0,2,20,-13,-0.3,-2,0,9,CNc1ccc([N+](=O)[O-])cc1-c1nc2ccccc2[nH]c1=O
-4,-3,-3,-1,19,-1,0.3,2,0,-3,O=C(O)CCCn1cc(NC(=O)c2sc3ccccc3c2Cl)cn1
-10,-42,-63,1,-6,-2,27*,-22,-3,10,CCOC(=O)C1CCN(C(c2cc3c(C)ccc(C)c3[nH]c2=O)c2nnnn2C2CCCCC2)CC1 (centres undefined)
12,0,9,-12,-18,12,0.4,-2,2,7,CSc1cccc(N/C(=N/S(=O)(=O)c2ccccc2)NN)c1
0,-5,4,-3,3,-5,3.0,-2,-1,10,CCOC(=O)c1c(NC(=O)c2ccc(Br)o2)sc2c1CCCC2

(more compounds)
Tn6 DDE FP,PLCg1 inh,ADAM10 inh,Tn7 DDE FP,TDP2 absorb,ARFGAP1 inhibitor,KLK7 zymogen act,ADAM17 inh,LEDGF integ inh,ASAP1 inh,molecule
1,3,1,2,7,-2,0.2,2,3,-12,CSc1ccccc1NC(=O)COC(=O)Cc1cccs1
-5,9.8*,-2,2,-29,17,0.3,-6,-4,11,CCS(=O)(=O)c1nc(S(=O)(=O)c2ccc(C)cc2)c(N2CCN(C)CC2)s1
-5,-2,-13,2,8,9,0.5,-3,-2,4,COCCNC(=O)NC(=O)CN1CCCc2ccccc21
-11,4,-2,0,-17,2,0.4,2,-8,5,CCCc1cc(C(=O)Nc2ccc(Cl)cn2)cs1
8,-2,-1,0,-1,7,0.3,3,0,-6,CC(=O)OC1CC(C)N(C(=O)c2ccccc2)c2ccc(C)cc21 (centres undefined)
7,-3,-3,-7,-8,-1,0.5,-1,-1,6,CCc1cccc(C)c1NC(=S)N(Cc1cccnc1)Cc1ccco1
1,2,-1,7,9,-13,-0.5,2,2,-3,COc1cc2nc(CN3CCN(S(=O)(=O)c4ccc(Cl)cc4)CC3)[nH]c(=O)c2cc1OC
-2,-1,-9,-3,-5,16,0.2,0,0,2,Cc1ccccc1N(CC(=O)N1CCN(c2ccccc2)CC1)S(C)(=O)=O
4,4,0,-1,4,-6,-0.3,3,3,4,COc1cc(S(=O)(=O)N2CCCCCC2)ccc1Cl
-4,2,-7,0,2,8,1.0,-2,1,3,CCCCNC(=O)N1CCN(c2ccccc2OC)CC1
3,0,-1,-1,9,-7,0.1,-3,1,-7,CCOC(=O)N1CCN(C(=O)/C(=C/c2ccc(F)cc2)NC(=O)c2ccccc2)CC1
7,-2,1,3,5,4,-0.2,-3,2,8,O=[n+]1cc(-c2ccc(F)cc2)n([O-])c2c1CCC2
-4,0,2,8,8,-1,-0.7,-1,-1,-1,CCOc1ccccc1N(C(C)=O)S(=O)(=O)c1ccc(Cl)cc1
6,-1,0,1,-3,-11,0.1,-2,-2,2,CC(C(=O)Nc1ccc(S(=O)(=O)N2CCOCC2)cc1)N1CCN(c2ccccn2)CC1 (centres undefined)
4,0,-13,1,-2,7,-0.5,-4,-2,3,O=C(N/N=C/c1ccco1)c1[nH]ncc1Br
4,3,-3,-4,1,0,0.4,2,-1,-2,CCN(c1cccc(C)c1)S(=O)(=O)c1cc(CN2C(=O)c3cccnc3C2=O)ccc1OC
6,6,-1,8,0,15,-0.2,0,0,7,CC(C)CC(=O)Nc1ccc(F)c(Cl)c1
-8,0,4,6,18,11,0.1,-1,1,1,O=C(NCCCc1ccc(F)cc1)C1CCC(=O)N(CCCN2CCCC2=O)C1 (centres undefined)
6,0,-8,5,-7,3,-0.8,-8,5,3,COc1ccc(C(=O)NCCc2ccccc2)cc1OC
1,2,-5,-7,-3,6,0.3,-1,3,5,COc1ccccc1NC(=O)CSc1nnc(-c2ccoc2C)n1CC1CCCO1 (centres undefined)

3 compounds out of the list, sorted by molecular weight, rising.
Tn6 DDE FP,PLCg1 inh,ADAM10 inh,Tn7 DDE FP,TDP2 absorb,ARFGAP1 inhibitor,KLK7 zymogen act,ADAM17 inh,LEDGF integ inh,ASAP1 inh,molecule
10,-3,-3,4,-7,11,0.7,1,0,-12,COCc1c(C(=O)NC2CCCCCC2)oc2ccccc12
5,8,7,-7,2,6,-0.1,3,-2,2,CN1C(=O)CC(C(=O)O)SC1=Nc1cc(Cl)c(O)c(Cl)c1 (centres undefined)
-10,-42,-63,1,-6,-2,27*,-22,-3,10,CCOC(=O)C1CCN(C(c2cc3c(C)ccc(C)c3[nH]c2=O)c2nnnn2C2CCCCC2)CC1 (centres undefined)
